Scp-1 inhibitor: blocks human Scp-1 phosphatase activity | Recombinant Scp1, phosphopeptide, malachite green phosphate absorbance | inhibition, % at 20 µM | hit rate 0.88% among 340,000 | AID 493091;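 active = inhibition above about 50% at 20 µM, limit read from the data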;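 also: plate controls were DMSO wells with enzyme for no effect and wells lacking enzyme for full effect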
Target sequence (Q9GZU7 76-261 limits assumed): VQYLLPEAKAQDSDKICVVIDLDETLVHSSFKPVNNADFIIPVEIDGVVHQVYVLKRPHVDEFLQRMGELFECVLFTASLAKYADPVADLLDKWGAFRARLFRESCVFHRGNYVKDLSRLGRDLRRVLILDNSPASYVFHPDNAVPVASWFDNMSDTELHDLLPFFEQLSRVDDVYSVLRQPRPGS
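Assay system: SCP-1 catalytic fragment, aa 76-261 | Buffer or medium: Tris acetate buffer pH 5.5 with MgCl2 and Tween-20 | Compound: One concentration, 20 µM, with 1.0% DMSO | Also added: Phospho 17-mer peptide substrate | Signal: Absorbance at 630 nm | Incubation: 45 min enzyme reaction at room temperature | Measure: % inhibition of SCP-1 phosphate liberation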
MsrA inh: bovine MsrA inhibition; purified bovine MsrA, absorbance read-out; inhibition, % at 15.5 µM; hit rate 0.75% among 360,000; AID 651718; in the data active = inhibition above about 4.5%;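 also: 0% = vehicle wells with enzyme and 100% = reference inhibitor wells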
Rpn11 inh: blocks the human proteasome subunit Rpn11; calls only at 20 µM; hit rate 0.59% among 360,000; O00487; human 26S proteasome, Ub4-pepOG fluorescence polarization; 20S core pre-blocked with epoxomicin;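 active = inhibition at 20 µM, scaled to each plate's controls, above about 33%, limit read from the data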
Tb MetRS inh: Trypanosoma brucei MetRS inhibition; purified T. brucei MetRS, ATP depletion, Kinase-Glo luminescence; hit rate 0.4% among 360,000; inhibition, % at 11.9 µM;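 active = inhibition above a per-plate cutoff of the control wells' mean inhibition plus 3 SD, cut at about 5.5% in these data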;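 also: 0% = DMSO wells median and 100% = median of wells with control inhibitor compound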
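Assay system: T. brucei methionyl-tRNA synthetase, purified | Medium: HEPES buffer with MgCl2, KCl, DTT, spermine, BSA, pyrophosphatase | Compound: 11.9 µM single point | Incubation: 15 min enzyme-compound preincubation, 2 h reaction, 10 min detection, 25 °C | Measured by: Kinase-Glo luciferase luminescence reporting remaining unconsumed ATP | Measure: % inhibition normalized to control-well medians | Replication: Singlicate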
NadD inh: inhibitors of Staphylococcus aureus NadD. purified NadD enzyme, colorimetric absorbance read-out. inhibition, % at 20 µM. hit rate 0.78% among 360,000; in the data active = inhibition above about 26%; also: some compounds past the cut are filed as inactive
DNMT1 inh: blocks human DNA methyltransferase DNMT1. DNMT1 molecular beacon, Hinp1I cleavage, fluorescence. inhibition (reported as % activation of signal), % at 10 µM. hit rate 0.83% among 360,000. P26358; in the data active = inhibition above about 50%
CSN deneddyl inh: inhibitors of human CSN-mediated cullin deneddylation | Purified CSN, SCF-Nedd8-OG deneddylation, fluorescence polarization | inhibition, % at 12.5 µM | hit rate 0.38% among 360,000;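 active = pattern-corrected inhibition above about 35%, with an unprinted fluorescence ratio check between 0.5 and 1.5, limit read from the data, passing the limit was not always enough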;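 also: 0% = enzyme with substrate and 100% = substrate without enzyme; some results filed as inactive read as strong as hits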
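Test system: Human Csn5 produced in HEK293T cells | Compound: 12.5 µM single point | Times: 90 min, room temperature | Signal: Fluorescence polarization readout | Read-out basis: % inhibition of substrate cleavage by Csn5 | Controls: no-enzyme wells high, enzyme-with-substrate wells low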
LMPTP block: LMPTP (human) inhibition; hit rate 0.22% among 360,000; recombinant LMPTP-A, OMFP fluorogenic substrate, fluorescence intensity; AID 651560; P24666; inhibition, % at 20 µM;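 active = compounds that cut the enzyme signal by at least half of the control window in the single-dose screen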;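 also: plate controls were DMSO wells with enzyme plus substrate for no effect and substrate without enzyme for full effect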
Target sequence (P24666 whole entry, looked up): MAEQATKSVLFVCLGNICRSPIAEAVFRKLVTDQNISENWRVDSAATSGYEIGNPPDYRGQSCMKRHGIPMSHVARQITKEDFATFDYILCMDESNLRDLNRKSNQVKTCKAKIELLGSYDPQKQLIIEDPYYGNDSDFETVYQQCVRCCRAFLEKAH
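Test system: LMPTP-A, protein tyrosine phosphatase of low molecular weight; Input: 0.625 nM enzyme; Incubation: 50 min dark incubation at room temperature; Signal: endpoint fluorescence intensity from OMFP dephosphorylation; Read-out basis: % inhibition versus control wells.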
STEP inh: blocks human striatal-enriched tyrosine phosphatase | hit rate 0.25% among 360,000 | recombinant STEP, OMFP fluorogenic substrate, fluorescence | AID 588621 | inhibition, % at 20 µM | P54829;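 active = inhibition at 20 µM, scaled per plate between control wells, above about 37%, limit read from the data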;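 also: 0% = DMSO with enzyme and substrate and 100% = substrate only without enzyme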
Target sequence (P54829 whole entry, looked up): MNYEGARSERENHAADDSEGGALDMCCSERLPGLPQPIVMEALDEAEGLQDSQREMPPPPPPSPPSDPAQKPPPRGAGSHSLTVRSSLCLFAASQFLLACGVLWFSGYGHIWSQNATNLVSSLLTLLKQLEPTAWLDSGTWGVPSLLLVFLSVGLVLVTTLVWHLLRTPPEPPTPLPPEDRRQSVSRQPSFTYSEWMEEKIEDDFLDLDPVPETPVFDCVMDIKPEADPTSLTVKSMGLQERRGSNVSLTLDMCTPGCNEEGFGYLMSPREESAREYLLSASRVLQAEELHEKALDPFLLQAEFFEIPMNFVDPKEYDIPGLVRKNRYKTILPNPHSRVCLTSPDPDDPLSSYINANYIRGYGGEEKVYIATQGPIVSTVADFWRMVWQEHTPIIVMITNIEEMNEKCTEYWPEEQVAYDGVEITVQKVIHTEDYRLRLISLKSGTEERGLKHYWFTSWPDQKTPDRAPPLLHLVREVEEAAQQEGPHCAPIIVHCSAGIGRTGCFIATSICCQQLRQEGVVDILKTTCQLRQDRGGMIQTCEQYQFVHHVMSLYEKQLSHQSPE
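Material: STEP (striatal-enriched tyrosine phosphatase) enzyme, cell-free | Medium: 50 mM Bis-Tris pH 6.0 with 2.5 mM DTT and 0.005% Tween 20 | Read-out: Percent inhibition scaled to no-enzyme and uninhibited-enzyme controls, plate-pattern corrected | Signal: Fluorescence read at 480 nm ex / 540 nm em | Times: 20 min reaction, room temperature, in the dark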
SUMO1 PPI mod: SUMO1-SIM interaction modulation; SUMO1 binding to a labelled peptide, TR-FRET, 1 h; P63165; hit rate 0.33% among 360,000; inhibition, % at 20 µM; in the data active = inhibition above about 37%
Target sequence (P63165 whole entry, looked up): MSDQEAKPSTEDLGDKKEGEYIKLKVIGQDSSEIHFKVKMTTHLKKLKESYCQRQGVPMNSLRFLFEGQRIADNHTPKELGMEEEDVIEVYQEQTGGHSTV
* hit, by the source's call; i = inactive; x = not tested or not shown.

mol,Scp-1 inhibitor,MsrA inh,Rpn11 inh,Tb MetRS inh,NadD inh,DNMT1 inh,CSN deneddyl inh,LMPTP block,STEP inh,SUMO1 PPI mod
CC(C)Cc1cc(C(=O)N2CCC(N3CCC(C(=O)NC4CC4)CC3)CC2)n[nH]1,-3,1.6,i,0.2,-1,1,-5,0.6,-1,3
O=C(C[n+]1ccccc1)N/N=C/c1ccc(Br)cc1,-5,0.7,i,-0.7,-4,1,4,-1.8,0,-9
CCn1nc(C)c(CNC(=O)CCc2nnc(Cc3c[nH]c4ccccc34)o2)c1C,2,0.6,i,-0.3,-1,-3,0,0.7,-5,2
O=C(NCCN1CCOCC1)c1cc2cc(Br)ccc2oc1=O,-8,-0.4,i,0.3,1,8,-6,-0.8,0,-26
CCn1cc(CN2CCCC(C(=O)c3ccc(-c4ccccc4)cc3)C2)cn1 (centres undefined),-6,0.0,i,0.5,-6,-6,-13,0.1,1,-1
C=CCn1nc(C(=O)Nc2ccc(OC)cc2)cc1-c1sc(NC(=O)c2ccccc2)nc1C,x,1.6,x,-0.2,x,x,-3,3.7,x,4
Cc1ccc([N+](=O)[O-])cc1S(=O)(=O)Nc1cccc(-c2ccc(N3CCCC3)nn2)c1,16,1.2,i,-0.2,44*,-3,0,2.9,0,-8
CC(C)(C)NS(=O)(=O)c1ccc(NS(=O)(=O)c2ccc(F)cc2)cc1,-8,-0.7,i,0.8,1,3,0,1.2,-4,-2
COC(=O)c1ccc(COc2ccc(/C=N/NC(=O)C(=O)Nc3ccc(OC)cc3)cc2OC)o1,-7,1.0,i,0.0,0,30,-2,-1.5,2,14
COc1ccc(Br)cc1/C=C/C(=O)Nc1ccc2ccccc2c1,-43,1.3,i,-0.1,3,-10,-1,4.6,-3,1
CCCN(CC(=O)Nc1ccccc1C)C(=O)c1cn2ccccc2n1,5,-0.4,i,-0.4,0,7,-4,-0.7,0,6
O=C(O)c1ccc2c(=O)n3c(nc2c1)/C(=C/c1cccc(Cl)c1Cl)CC3,6,1.6,i,0.2,4,-2,6,-1.2,4,-5
CCOC(=O)c1ccc(NC(=O)CSc2nnc(CNc3ccc(C)cc3)n2C)cc1,-5,0.6,i,0.2,-1,-5,-1,-0.3,-1,2
COc1ccc(/C=C2\N=C(SC)NC2=O)cc1,-11,2.3,i,-2.0,-3,-1,-2,-1.0,-14,-19
Cc1cccc(NC(=O)NCCN2CCCCC2)c1,-2,1.4,i,1.0,-7,0,-3,-1.6,1,4
COc1nnc(-c2ccc(C)c(S(=O)(=O)NCCO)c2)c2ccccc12,-2,0.7,i,-0.2,-7,0,-2,-4.4,-2,-2
O=C(c1ccc(N2CCOCC2)c([N+](=O)[O-])c1)N1CCCC(C(F)(F)F)C1 (centres undefined),-4,0.9,i,-0.1,1,-2,-6,-8.6,-1,-41
CC(C)(C)c1ccc(OCCC(=O)OCC(=O)NC2CC2)cc1,-8,0.0,i,-0.2,-2,-1,-4,0.3,-5,2
COc1ccc(C(=O)N[C@H](C(=O)NCCc2ccc3c(c2)OCCO3)C(C)C)cc1,-4,-0.9,i,-0.2,-1,-4,-2,-0.6,-2,-1
Cc1cc([N+](=O)[O-])ccc1NCc1ccccc1,-2,x,i,-0.1,-4,0,-1,1.1,1,-26
CC1CCN(C(=O)CSc2ccc(-c3cccc([N+](=O)[O-])c3)nn2)CC1,-14,0.4,i,-0.6,-2,-1,2,0.5,0,-31
CC(C)(C)C(=O)NC1CC2CCCC(C1)N2C(=O)Nc1ccccc1Cl (centres undefined),-4,-1.0,i,-0.2,-1,2,0,-0.1,0,3
Cc1[nH]c2ccccc2c1C(=O)CSc1nncn1C,2,0.8,i,-0.6,4,1,-1,0.5,-3,2
COc1ccc(C(=O)CSc2nnc(CNC(=O)c3ccccc3F)n2C)cc1OC,-6,1.9,i,-1.2,-6,1,10,-0.1,0,-2
Cc1cccc(CN2C(=O)N/C(=C/c3cc(C)n(-c4cc(C)ccn4)c3C)C2=O)c1,-10,x,i,0.0,11,-3,10,8.7,-2,-14
CCCC(=O)Nc1ccc2oc(=O)ccc2c1,-3,-0.4,i,-0.8,-5,-1,-1,-2.2,-2,-4
CCCOc1ccc(C2C(C(=O)c3cc4ccccc4o3)=C(O)C(=O)N2c2cc(C)on2)cc1 (centres undefined),-13,1.1,i,-0.6,10,-3,0,44,10,-9
Cc1nnc(NC(=O)CCn2c(=O)oc3ccccc32)s1,-5,0.3,i,-0.5,1,-2,-5,-1.5,1,6
O=C(O)c1ccc(NS(=O)(=O)c2cc(Cl)sc2Cl)cc1,-3,0.6,i,-0.1,6,1,1,-1.6,0,6
Cc1ccc(S(=O)(=O)Oc2ccc(/C=C(/NC(=O)c3ccccc3)C(=O)Nc3ccccc3)cc2)cc1,-10,3.3,i,-0.8,5,11,3,-1.3,-2,1

Continued (three carried over from the part before).
mol,Scp-1 inhibitor,MsrA inh,Rpn11 inh,Tb MetRS inh,NadD inh,DNMT1 inh,CSN deneddyl inh,LMPTP block,STEP inh,SUMO1 PPI mod
Cc1nnc(NC(=O)CCn2c(=O)oc3ccccc32)s1,-5,0.3,i,-0.5,1,-2,-5,-1.5,1,6
O=C(O)c1ccc(NS(=O)(=O)c2cc(Cl)sc2Cl)cc1,-3,0.6,i,-0.1,6,1,1,-1.6,0,6
Cc1ccc(S(=O)(=O)Oc2ccc(/C=C(/NC(=O)c3ccccc3)C(=O)Nc3ccccc3)cc2)cc1,-10,3.3,i,-0.8,5,11,3,-1.3,-2,1
COc1ccc(C(=O)c2cnc[nH]2)cc1,-4,-1.3,i,0.1,-4,-1,-2,-2.6,2,3
O=C(Nc1ccccc1N1CCOCC1)c1ccc(Br)o1,-5,0.6,i,-1.4,2,3,-4,0.4,-1,3
O=C(CSc1nnc(CNc2ccc(Cl)cc2)o1)Nc1nc2ccccc2s1,-4,-0.2,i,-0.5,6,-3,2,-0.3,0,1
C(=N\NCc1ccccc1)/c1ccc2nccnc2c1,-11,-1.5,i,1.2,1,-1,0,-1.0,2,-20
O=C(Nc1nc(-c2ccccc2)cs1)c1ccc(N2CCOCC2)c([N+](=O)[O-])c1,-4,x,i,-0.8,14,-11,2,0.5,1,-10
O=C(O)c1ccc(/C=N/O)cc1,-16,1.1,i,0.1,-1,0,6,-1.3,1,-5
CCN(CC)C(=O)[C@H]1CC(CC(=O)NCCCN(C)C)C(=O)N2CCc3c([nH]c4ccccc34)[C@]12C (some centres undefined),-4,0.2,i,0.1,-2,0,-1,-5.9,-1,2
CCCCC(C(=O)O)C(C)CC(=O)Nc1cccc(C(=O)O)c1 (centres undefined),7,0.1,i,0.0,4,-1,-4,-0.6,0,2
C#CCN(C[C@H]1[C@H](OC(=O)NCc2ccco2)[C@H](OC(=O)NCc2ccco2)C[C@@H](C(=O)OC)[C@H]1C(=O)OC)S(=O)(=O)c1ccc(C)cc1,x,0.0,i,-1.2,3,-7,-3,-0.1,-2,2
COc1cc(NC(=O)COC(=O)C=C(C)C)c(C)cc1[N+](=O)[O-],-9,1.8,i,2.6,-3,1,-3,0.4,-4,-14
O=C(NNS(=O)(=O)c1ccccc1[N+](=O)[O-])c1cccc(Br)c1,-10,-0.1,i,-0.2,-5,-3,2,-1.1,3,1
COc1ccc(C(=O)Nc2nnc(CCS(=O)(=O)c3ccc(C)cc3)s2)cc1,-11,0.9,i,-0.1,-4,-3,-3,1.2,1,1
Cc1cccn2c(=O)c3cc(C#N)c(=O)n(Cc4cccnc4)c3nc12,-8,0.0,i,-0.6,-1,-1,-3,-1.6,18,-23
NS(=O)(=O)c1ccc2c(c1)oc(=O)c1cc(S(N)(=O)=O)ccc12,-7,-2.0,i,-0.4,-6,0,1,1.7,-1,-4
Cc1cc(C(=O)NC(C)C2CCCO2)c(C)o1 (centres undefined),4,-0.5,i,-1.5,-2,6,-1,-1.5,-1,3
CCCn1c(N)c(C(=O)CN(C)CC(=O)Nc2cc(C)ccc2C)c(=O)[nH]c1=O,-1,0.3,i,-0.5,2,2,-5,-1.3,1,3
OCCN(CCO)CC(O)COc1ccc(C23CC4CC(CC(C4)C2)C3)cc1 (centres undefined),-12,-0.4,i,0.2,-7,0,-7,-1.8,1,2
COc1cccc(-c2cnc3c(NC=O)cc(-c4ccncc4)cn23)c1,x,-0.2,i,0.6,7,-9,-1,1.2,1,-19
COc1ccccc1CN(C(=O)CCl)C(C(=O)NC1CCCCC1)c1ccncc1 (centres undefined),-30,x,i,1.0,22,-13,-8,2.5,-2,1
COc1ccc(CCNC(=O)C2CCN(S(=O)(=O)N3CCOCC3)CC2)cc1OC,-3,-0.4,i,-0.8,-3,6,-6,0.1,3,-2
COC(=O)[C@@]12C[C@@H](CC(=O)N3CCOCC3)C(=O)N(CCc3ccc(OC)c(OC)c3)C1=CCC(C)(C)C2,x,0.6,x,-0.6,x,x,-4,-0.5,x,-5
CC(=O)N1CCOCCOCCN(C(C)=O)CCOCC1,3,1.1,i,-0.1,-5,1,2,-2.4,-1,1
CCOC(=O)C1CCN(C(=O)CCc2c(C)nc3cc(-c4ccc(OC)cc4OC)nn3c2C)CC1,-1,1.3,i,-0.7,0,-6,0,-0.2,4,-3
CCCNC(=O)c1ccccc1NC(=O)c1ccc2c(c1)NC(=O)C(C)S2 (centres undefined),-5,1.3,i,-0.2,-9,-3,3,-0.2,-2,4
COc1cc(/C=C2\SC(=S)N(NC(=O)c3ccc(O)cc3)C2=O)ccc1O,-18,0.4,x,1.3,-2,-5,50*,4.8,-2,8
CN(C)c1ccc(-c2ccnc3c2CC(C)(C(=O)Nc2ccc4c(c2)OCO4)O3)cc1 (centres undefined),x,1.1,i,-0.5,4,-4,-5,-0.1,-3,2
C[C@H](CO)N1C[C@H](C)[C@@H](CN(C)C(=O)NC2CCCCC2)Oc2ccc(NC(=O)C3CCCCC3)cc2C1=O,-1,-0.9,i,-0.4,6,4,-2,-1.7,-1,-1

Screening results as filed in PubChem BioAssay.
